SENP7 inh: SENP7 protease inhibitors, primary screen, biochemical, luminescence, uHTS; recombinant SENP7, Z-RLRGG-aminoluciferin luminescence, 40 min; inhibition, % at 5 µM; AID 434973, 2010; 330,000 tested, 1.5% active; Sentrin-specific protease 7 (Homo sapiens), Q9BQF6;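 active = inhibition above about 50% at the single test dose, limit read from the data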;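 also: plate controls were DMSO with enzyme for no effect and no enzyme buffer wells for full effect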
Target sequence (Q9BQF6 706-1050 limits assumed): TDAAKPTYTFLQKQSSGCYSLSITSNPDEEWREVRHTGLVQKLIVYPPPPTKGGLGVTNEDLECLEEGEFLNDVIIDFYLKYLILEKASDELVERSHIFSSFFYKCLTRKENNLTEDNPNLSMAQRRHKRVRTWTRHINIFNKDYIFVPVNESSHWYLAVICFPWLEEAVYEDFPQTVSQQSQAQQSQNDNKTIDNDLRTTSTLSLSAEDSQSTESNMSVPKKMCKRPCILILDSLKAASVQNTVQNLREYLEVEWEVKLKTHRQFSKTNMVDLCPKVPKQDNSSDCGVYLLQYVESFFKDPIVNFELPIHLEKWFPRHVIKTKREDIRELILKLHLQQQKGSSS
SENP6 block: SENP6 protease inhibitors, primary screen, biochemical, luminescence, uHTS; Sentrin-specific protease 6 (Homo sapiens), Q9GZR1; Recombinant SENP6 catalytic domain, aminoluciferin luminescence; inhibition, % at 10 µM; 330,000 tested, 1.8% active;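 active = inhibition above about 50% at the single tested dose, limit read from the data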;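 also: plate controls were DMSO wells with enzyme for no effect and DMSO wells lacking enzyme for full effect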
Target sequence (Q9GZR1 628-1112 limits assumed): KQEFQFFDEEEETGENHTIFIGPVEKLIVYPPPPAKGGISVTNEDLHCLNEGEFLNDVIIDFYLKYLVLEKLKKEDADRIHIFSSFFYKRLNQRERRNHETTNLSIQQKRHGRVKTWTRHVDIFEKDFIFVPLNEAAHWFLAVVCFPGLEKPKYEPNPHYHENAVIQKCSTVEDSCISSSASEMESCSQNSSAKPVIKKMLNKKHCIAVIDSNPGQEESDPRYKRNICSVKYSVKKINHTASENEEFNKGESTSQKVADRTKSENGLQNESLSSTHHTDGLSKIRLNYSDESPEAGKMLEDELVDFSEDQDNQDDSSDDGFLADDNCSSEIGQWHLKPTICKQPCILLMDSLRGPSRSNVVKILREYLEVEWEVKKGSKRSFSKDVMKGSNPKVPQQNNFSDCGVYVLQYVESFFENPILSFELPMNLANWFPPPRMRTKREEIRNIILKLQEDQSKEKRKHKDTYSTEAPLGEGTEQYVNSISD
PfG6PD inh: PfG6PD enzyme inhibitors, primary screen, biochemical, fluorescence intensity, uHTS; glucose-6-phosphate dehydrogenase-6-phosphogluconolactonase (Plasmodium falciparum 3D7); PfGluPho enzyme, NADPH resazurin-diaphorase fluorescence; inhibition, % at 20 µM; 350,000 tested, 0.78% active; AID 504690, 2011;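 active = inhibition reaching at least a set limit at 20 µM in the primary screen, cut at about 59% in these data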;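 also: 0% = DMSO wells with substrate and 100% = DMSO wells lacking glucose-6-phosphate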
SENP8 block-1: human SENP8 protease inhibitors, primary screen, biochemical, fluorescence, Nedd8 protein substrate, uHTS. Sentrin-specific protease 8 (Homo sapiens), Q96LD8. recombinant SENP8. inhibition, % at 20 µM. 360,000 tested, 0.64% active. AID 602440, 2012; in the data active = inhibition mostly above about 40%, no sharp cut-off; inactive = mostly below about 27%
SENP8 block-2: SENP8 protease inhibitors, primary screen, biochemical, luminescence; AID 2540, 2010; 330,000 tested, 1.2% active; Sentrin-specific protease 8 (Homo sapiens), Q96LD8; purified SENP8, Z-RLRGG-aminoluciferin cleavage; inhibition, % at 10 µM; in the data active = inhibition above about 50%
Apaf1 inhib: inhibitors of human Apaf-1 apoptosome, primary screen, biochemical, DEVD-Rh110 fluorescence, uHTS | reconstituted apoptosome caspase-3 activity | inhibition, % at 20 µM | 330,000 tested, 0.71% active; active = inhibition of at least 40% at 20 µM;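 also: plate controls were DMSO wells for no effect and DEVD-CHO caspase inhibitor wells for full effect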
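Assay system – apoptosome proteins · Medium – Hepes buffer, pH 7.5 · Also added – cytochrome c with DEVD-Rh110 · Timing – 30 min compound preincubation, 50 min activation, room temperature · Detection – Rh110 fluorescence, excitation 480 nm, emission 540 nm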
SENP1 inh: human SENP1 catalytic domain inhibitors, primary screen, biochemical, FRET, uHTS | Sentrin-specific protease 1 (Homo sapiens), Q9P0U3 | recombinant SENP1 catalytic domain, CyPet-SUMO1-YPet FRET cleavage | inhibition, % at 10 µM | 360,000 tested, 0.21% active;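 active = inhibition at least 30% at 10 µM, raw YFP signal under a set limit, fluorescence ratio 0.5 to 1.5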;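 also: 0% = enzyme with DMSO and 100% = no enzyme wells; some results filed as inactive read as strong as hits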
Target sequence (Q9P0U3 419-644 limits assumed): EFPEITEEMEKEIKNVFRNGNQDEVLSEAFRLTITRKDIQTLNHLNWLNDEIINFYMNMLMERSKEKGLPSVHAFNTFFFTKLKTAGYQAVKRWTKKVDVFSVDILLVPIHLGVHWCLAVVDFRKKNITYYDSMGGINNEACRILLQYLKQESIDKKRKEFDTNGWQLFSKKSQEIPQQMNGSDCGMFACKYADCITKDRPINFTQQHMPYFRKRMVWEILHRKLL
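Controls: no-enzyme wells low, DMSO-plus-enzyme wells high control. Test system: human recombinant His6-tagged SENP1 catalytic domain enzyme. Reagent: SFCypet-SUMO1-SFYpet FRET protein substrate, 25 nM final. Doses: one dose per compound, 10 µM, 0.5% DMSO. Detection: FRET, CFP and YFP emission. Timing: 50 min reaction at room temperature.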
HKDC1 inh: HKDC1 hexokinase inhibitors, primary screen, biochemical, fluorescence, uHTS; recombinant HKDC1, G6PDH/diaphorase resazurin coupled fluorescence; inhibition, % at 20 µM; 340,000 tested, 0.16% active; AID 493160, 2011;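 active = inhibition above about 35% when tested at 20 µM, limit read from the data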;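 also: plate controls were DMSO wells with enzyme for no effect and DMSO wells lacking enzyme for full effect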
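Test system: recombinant HKDC1 (HK5) hexokinase enzyme, produced in-house; Amount: enzyme 5 µg/mL final; Buffer or medium: Tris pH 8.0 buffer with MgCl2, Tween-20, BSA, BME; Reagent: glucose and ATP substrates; Doses: 20 µM test compound, 1% DMSO; Incubation: 90 min reaction incubation at room temperature, dark; Detection: resorufin fluorescence at 613 nm.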
Numbers without * were called inactive; i = inactive; · = no result given.

SMILES | SENP7 inh | SENP6 block | PfG6PD inh | SENP8 block-1 | SENP8 block-2 | Apaf1 inhib | SENP1 inh | HKDC1 inh
CC(C)NC(=O)Cn1cc(C(=O)C2CC2)c2ccccc21 | 3 | 14 | 3 | 16 | -2 | -1 | 1 | -11
Cc1nn2c(N3CCN(CCO)CC3)c3c(nc2c1-c1ccccc1)CCCC3 | -1 | 0 | -8 | -38 | 5 | -18 | -3 | -4
CC(C)CCNC(=O)Cc1csc(-c2ccccc2)n1 | 6 | -1 | -9 | -16 | 2 | -4 | -7 | -3
CCCCOc1ccc(-c2nnn(CC(=O)c3c[nH]c4ccccc34)n2)cc1 | 0 | 8 | -24 | 16 | -1 | 17 | 2 | -3
CSc1cccc(NC(=O)CC(C)n2ccnc2)c1 (stereo not drawn) | 1 | 6 | 0 | 1 | 2 | -1 | 1 | 3
COc1cc(-c2nc(S(=O)(=O)c3ccc(Cl)cc3)c(N(C)C)o2)cc(OC)c1OC | 17 | -20 | -16 | 12 | -3 | -3 | 3 | 1
COc1cc(C(CCN2CCCC2)c2c(OC)cc(OC)c3ccc(=O)oc23)cc(OC)c1OC (stereo not drawn) | -5 | -9 | -3 | -211 | 1 | -1 | -24 | -4
Cc1ccc(NC(=O)COC(=O)C2=NN(c3ccccc3)C(=O)CC2)c(Br)c1 | 3 | 0 | 3 | 3 | -2 | 3 | 2 | -4
COc1ccc(OCC(O)CNC(C)c2ccccc2)cc1 (stereo not drawn) | 7 | -22 | -5 | 12 | -4 | 9 | 3 | -4
O=C(NCCNc1ccc([N+](=O)[O-])cc1C(F)(F)F)c1cccc(F)c1 | 3 | 12 | 8 | 12 | 3 | -8 | 0 | 3
COCCNC(=O)C1CC2Cn3c(nc4cc5ccccc5cc43)C2N1C (stereo not drawn) | -4 | -15 | -10 | -57 | 1 | -2 | -2 | -3
O=C(Nc1nnc(C2=COCCO2)o1)c1cccc(C(F)(F)F)c1 | 0 | 0 | 29 | 10 | -3 | 15 | 3 | -5
CCOc1cccc2cc(-c3csc(NC(=O)CCC(=O)NCCN4CCCCC4C)n3)c(=O)oc12 (stereo not drawn) | 30 | -3 | -12 | -440 | 27 | 3 | -15 | -3
O=[N+]([O-])c1cccc(N=NN(CCO)c2cccc([N+](=O)[O-])c2)c1 | -10 | -10 | 10 | 18 | -10 | 12 | 2 | -3
O=c1[nH]c2cc3ccccc3cc2nc1C(F)(F)F | -5 | -6 | 1 | 12 | -11 | 15 | 33 | -3
O=C(Cc1cccc2ccccc12)Nc1ccccc1Br | -16 | -11 | 5 | 15 | -7 | 2 | 1 | 7
OC(CN1CC=C(/C=C/c2ccc(Br)cc2)CC1)c1ccccc1 (stereo not drawn) | 1 | 0 | -4 | -41 | -8 | 7 | -18 | 1
N/C(=N\c1nc(CSc2nnnn2-c2ccccc2)cc(=O)[nH]1)Nc1ccccc1 | -1 | 5 | · | · | 0 | 4 | · | ·
CCOc1cc(N2CCOCC2)c(OCC)cc1NC(=O)CC12CC3CC(CC(C3)C1)C2 | 3 | 2 | 12 | 12 | -2 | 16 | 6 | 6
CCOc1cccc(C(=O)Nc2cccc(-c3nnc(-c4ccc(C)cc4)o3)c2)c1 | 15 | -17 | -4 | -273 | -1 | -17 | 3 | -5
O=C(CNS(=O)(=O)c1cccc2nsnc12)NCc1ccc(Cl)cc1 | 3 | 2 | -8 | 14 | -2 | 2 | 2 | 5
CNC(=S)N/N=C/c1ccc(-c2ccc(C(=O)O)cc2)o1 | 0 | 0 | 1 | -449 | -6 | 0 | -60 | -6
COC(=O)C1=C2SC(C)C(=O)N2C(N)=C(C#N)C1c1cc(OC)c(OC)c(OC)c1 (stereo not drawn) | -2 | 9 | 35 | -22 | 0 | -7 | -19 | 1
O=C(CS(=O)(=O)Cc1ccccc1)NCC1CCCO1 (stereo not drawn) | 0 | -2 | 12 | 3 | 2 | -2 | -2 | -3
O=C1c2cccc3cccc(c23)C(=O)N1c1nccs1 | 1 | 12 | 5 | -26 | -1 | -10 | -1 | 4
CCOC(=O)c1c(C)[nH]c(C)c1S(=O)(=O)NC(CC)CN1CCOCC1 (stereo not drawn) | 23 | 11 | -8 | 14 | 2 | -10 | -2 | -5
CCc1nn(CC(=O)NCCCN2CCOCC2)c(=O)c2cc3sccc3n12 | -2 | -7 | -11 | 11 | -6 | -13 | 1 | 3
CCc1nccn1S(=O)(=O)c1ccc2ccc(C)cc2c1 | 5 | 0 | 18 | 21 | -13 | 5 | 1 | 3
COc1ccc(-c2[nH]nc3oc(=O)cc(C)c23)cc1 | -6 | -17 | 6 | i | -6 | -135 | 0 | -3
Cc1c(C#N)c(O)[nH]c(=O)c1N=Nc1ccc(Br)cc1C(=O)O | · | · | 19 | 46* | · | · | 38* | 27
CC(C)OC(=O)c1cn(-c2ccccc2)nc1-c1ccco1 | 9 | 7 | 23 | -78 | -5 | 7 | -19 | 7
Cc1cccc(OCC(=O)Nc2nnc(S(=O)(=O)N3CCC(C)CC3)s2)c1 | -1 | 9 | -25 | -16 | 0 | 7 | 3 | 1
O=C(NC(=S)Nc1ccccc1)c1csnn1 | 2 | -3 | -1 | 11 | -4 | -5 | 2 | 8
Cc1cccc(NC(=O)Cc2cccs2)n1 | 7 | -5 | -13 | 8 | -6 | 5 | -4 | -4
O=C(CNC(=O)c1cccs1)c1ccc(Cl)cc1 | 13 | 30 | -8 | 6 | 9 | 10 | 1 | -6
COc1ccc([N+](=O)[O-])cc1/C=N/NC(=O)c1nonc1N | -5 | 7 | 0 | 10 | -1 | -4 | -1 | -3
Cc1noc(C)c1COc1ccc(CC(=O)NCCc2ccccn2)cc1 | -4 | -1 | 8 | -2 | 2 | 0 | -1 | -8
Cc1cc(-c2ccccc2)nc(N/N=C/c2ccccc2)n1 | 0 | -20 | 16 | -95 | -3 | 15 | -1 | -4
O=C1C(Cl)=C(N2CCCC2)C(=O)N1c1ccc(F)cc1 | 8 | -12 | -18 | 12 | -14 | -8 | 35* | -2
O=[N+]([O-])c1ccccc1Oc1ccccc1Cl | 1 | 0 | 8 | -5 | -2 | 9 | -1 | -8
CN(C)C1=NCCN1CCc1cccc(F)c1 | -7 | 6 | 12 | 10 | -1 | -8 | -1 | -1
COC(=O)[C@H]1C[C@@H]1[C@H](NC(=O)OCc1ccccc1)c1ccccc1 | 2 | -3 | 0 | 17 | -1 | 3 | 3 | 0
Cc1ccc(SCC(=O)Nc2cccc(-c3nnc(-c4ccco4)o3)c2)cc1 | 5 | 1 | -3 | 2 | 3 | 17 | 1 | -5
COc1ccc(OC)c(N/C(=N/C(=S)Nc2ccccc2)Nc2nc(C)cc(C)n2)c1 | 6 | -12 | 6 | 22 | -8 | 9 | -1 | -5
Cc1ccc(C(=O)N2CCc3ccccc32)cc1[N+](=O)[O-] | 5 | -6 | 24 | 1 | -8 | 1 | 0 | -3
CN(C)S(=O)(=O)c1cccc(NC(=O)CCCc2nc3ccccc3c(=O)[nH]2)c1 | -12 | -22 | 6 | 6 | -2 | 1 | -1 | -3
CCOc1ccccc1NC(=O)C(=O)NCCC1=CCCCC1 | -7 | -23 | 6 | 13 | -11 | 18 | -1 | -3
O=C(O)c1cccc2c1C(=O)c1cc(Br)ccc1S2(=O)=O | 2 | -20 | -16 | 9 | 0 | 4 | -27 | -1
CC(c1ccccc1)C(CC(=O)O)C(=O)NC1CCCCC1 (stereo not drawn) | 9 | -14 | -44 | 10 | 8 | -6 | 0 | -5
CC(C)(C)c1ccc(C(=O)NCC(=O)OCc2ccc([N+](=O)[O-])cc2)cc1 | -6 | -29 | -9 | 22 | -12 | 12 | -2 | 6
Following part
SMILES | SENP7 inh | SENP6 block | PfG6PD inh | SENP8 block-1 | SENP8 block-2 | Apaf1 inhib | SENP1 inh | HKDC1 inh
O=C(CNC(=O)N1CC(=O)Nc2ccccc21)NCCc1ccc(Cl)cc1 | 3 | -5 | -14 | -27 | -5 | -3 | -3 | -5
CCOC(=O)N1CCC(N2Cc3cccc(C(=O)Nc4cc(F)ccc4F)c3C2=O)CC1 | -3 | -6 | 2 | 5 | -1 | 21 | 1 | 1
Cc1cccc(NC(=O)CNC(=O)COC(=O)CCS(=O)(=O)c2ccccc2)c1C | -10 | -5 | 14 | 4 | -6 | 8 | 1 | -6
COCCn1c(Cc2cccn2C)nnc1SCC(=O)Nc1nccs1 | -9 | 19 | -10 | 16 | -5 | 3 | 1 | 10
Cc1ccc(C(=O)NCc2ccccn2)c(Cl)c1 | -5 | 3 | -9 | 41* | -6 | -8 | 1 | -8
O=C(O)C[C@H]1c2ccc(C(F)(F)F)cc2S(=O)(=O)N1Cc1ccccc1 | 9 | -8 | -10 | 3 | -11 | 1 | 0 | -6
Cc1ccc(-c2nn(CC(N)=O)c(=O)c3ccccc23)cc1S(=O)(=O)N(C)C | 5 | 9 | 33 | 20 | 0 | -2 | -1 | -11
CCOC(=O)[C@@H]1[C@H]2COc3cc(OC)ccc3[C@H]2N2C(=O)N(c3cccc(Cl)c3)C(=O)[C@@]12C | 10 | -10 | 18 | 1 | -9 | 5 | 1 | 0
O=S(=O)(Nc1ccc2cn[nH]c2c1)c1ccccc1 | 5 | -8 | 21 | 6 | -5 | 7 | -9 | -3
CCCN1C(=O)/C(=C2/C=Cc3ccccc3N2CC)SC1=S | 1 | 1 | 13 | 28 | -5 | 18 | 9 | 1
CC1CCN(c2oc(-c3ccc(F)cc3)nc2C#N)CC1 | -4 | -11 | 3 | -294 | 4 | 13 | 3 | 3
CCSc1ccccc1C(=O)Nc1cccc(OC)c1 | -1 | -8 | 7 | 26 | 2 | -10 | 2 | -10
COc1ccc(-c2noc(CCCC(=O)N3CCOCC3)n2)cc1 | 2 | -17 | 2 | 25 | 4 | -3 | 0 | -2

Of the compounds above, 5 have an aryl thioether with sulfur outside any ring:
SMILES | SENP7 inh | SENP6 block | PfG6PD inh | SENP8 block-1 | SENP8 block-2 | Apaf1 inhib | SENP1 inh | HKDC1 inh
CSc1cccc(NC(=O)CC(C)n2ccnc2)c1 (stereo not drawn) | 1 | 6 | 0 | 1 | 2 | -1 | 1 | 3
N/C(=N\c1nc(CSc2nnnn2-c2ccccc2)cc(=O)[nH]1)Nc1ccccc1 | -1 | 5 | · | · | 0 | 4 | · | ·
Cc1ccc(SCC(=O)Nc2cccc(-c3nnc(-c4ccco4)o3)c2)cc1 | 5 | 1 | -3 | 2 | 3 | 17 | 1 | -5
COCCn1c(Cc2cccn2C)nnc1SCC(=O)Nc1nccs1 | -9 | 19 | -10 | 16 | -5 | 3 | 1 | 10
CCSc1ccccc1C(=O)Nc1cccc(OC)c1 | -1 | -8 | 7 | 26 | 2 | -10 | 2 | -10

Assay outcomes deposited in PubChem by Sanford-Burnham Center for Chemical Genomics.
